IMPase Li cell: cell-permeable IMPase inhibitors with lithium potentiation | hit rate 0.35% among 210,000 | CHO-M1 cells, IP1 TR-FRET (IP-One), carbachol + lithium | AID 1457 | Potency, µM (highest dose often 59.4 µM), inactives show at the highest dose activity, negative = IMPase inhibition, hits mostly inhibitors;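 further: IP1 builds up when IMPase is blocked and the TR-FRET signal falls; potency means the concentration at half of the fitted maximal effect; plate controls were basal vehicle for no effect and high inhibitor control for full effect; nearly all actives have a fitted effect of over 50% in size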
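CHO cells stably expressing M1 receptor (2000/well) were cultured 16–30 h, then exposed to compounds with a small lithium addition for 30 min at 37C. IP1 was measured by TR-FRET competition; AC50 from Hill fits.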
CBFb-RUNX1 inh: inhibitors of human CBF-beta and RUNX1 interaction; AlphaScreen CBFb-His/RUNX1-biotin binding, biochemical; Potency, µM (doses to about 59.8 µM), without a hit: at the highest dose activity, negative = inhibition, usual class: inhibitors; 230,000 tested, under 10 active; further: % of control where 0% means no effect
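His-tagged CBF-beta and biotinylated RUNX1 (30 nM each) were premixed 20 min at room temperature, exposed to compound for 15 min, then given nickel-chelate and streptavidin AlphaScreen beads (50 ng each). After 90 min, AlphaScreen signal was read.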
Epigenetic derep: derepresses silenced GFP reporter in murine cells | murine LDR cells, GFP reporter derepression, 30 h | hit rate 0.2% among 280,000 | Potency, µM (titrated, usually from 53.9 µM), for the others: top-dose GFP activation, actives largely listed as activators; further: potency means the concentration at half of the fitted maximal effect; % of control where 0% means no effect; nearly all actives have a fitted effect of over 60% in size
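Reporter derepression read as number of fluorescent GFP-positive objects, 20-120 um in size, counted by laser-scanning cytometer. Mouse LDR line with an epigenetically silenced CMV-GFP locus; compound incubation 30 h, 37 C.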
KinaseGlo FLuc: blocks Kinase-Glo luciferase, a counter-screen artifact | Q27757 | hit rate 0.28% among 200,000 | Potency, µM (doses to about 38.3 µM), inactives show at the top dose activity change, negative = inhibition, most hits filed as inhibitors | Kinase-Glo luciferase, ATP luminescence, 8 min; further: potency means the concentration at half of the fitted maximal effect; on the % scale 0 is the no-effect control and ±100 the full control effect; nearly all actives have a fitted effect of over 60% in size
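Recombinant Kinase-Glo luciferase, 10 uM ATP (linear range), luciferin; imidazole pH 7.2 / KCl / MgCl2 / Tween / BSA buffer; 8 min RT; luminescence.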
LMNA splice mod: changes lamin A minigene splicing in HeLa cells; HeLa LMNA splicing GFP/RFP minigene ratio, 48 h; Potency, µM (highest dose often 46.1 µM), without a hit: at the highest dose ratio change, negative = inhibition, actives largely listed as inhibitors; hit rate 0.01% among 200,000; active means well fitted inhibition curve with a large enough effect in the signal ratio, with a control signal flat, not every such curve was filed as active; inconclusive means small, poorly fitted or top-dose-only effect, or effect the other way, or a change in a side signal; the % refers to the signal ratio; further: potency means the concentration at half of the fitted maximal effect; on the % scale 0 is the no-effect control and ±100 the full control effect
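S3 HeLa stable clones carrying a lamin A-EGFP splicing minigene plus DsRed2 were seeded at 600 cells/well in Opti-MEM with 2% FBS, pin-dosed and incubated 48 h at 37°C. Acumen cytometry (488 nm) gave the GFP/RFP total-intensity ratio.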
NPSR antag: blocks cAMP signaling of the human neuropeptide S receptor. Q6W5P4. CHO-NPSR cells, cAMP TR-FRET, antagonist mode. Potency, µM (series often up to 38.3 µM), inactives show at the top dose activity change, negative = inhibition, actives largely listed as inhibitors. hit rate 1% among 220,000; further: potency means the concentration at half of the fitted maximal effect; on the % scale 0 is the no-effect control and ±100 the full control effect; nearly all actives have a fitted effect of over 50% in size; many of its hits are not listed in these tables
Target sequence (Q6W5P4 whole entry, looked up): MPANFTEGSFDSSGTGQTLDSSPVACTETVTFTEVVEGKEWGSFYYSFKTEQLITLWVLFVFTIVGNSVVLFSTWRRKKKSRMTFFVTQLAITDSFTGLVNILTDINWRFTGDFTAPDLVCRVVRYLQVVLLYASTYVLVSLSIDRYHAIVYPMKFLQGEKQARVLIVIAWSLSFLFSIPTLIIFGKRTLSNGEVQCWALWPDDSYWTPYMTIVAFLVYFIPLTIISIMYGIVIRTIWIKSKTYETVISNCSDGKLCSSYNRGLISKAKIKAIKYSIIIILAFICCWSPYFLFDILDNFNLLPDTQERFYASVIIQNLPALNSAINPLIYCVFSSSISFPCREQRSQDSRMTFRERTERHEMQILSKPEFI
aGal spleen mod: alpha-galactosidase A (human) modulation; P06280; human spleen homogenate, 4MU-alpha-Gal fluorescence, 40 min; Potency, µM (top dose mostly 80 µM), for inactives: at the top dose activity change, negative = inhibition, most hits filed as inhibitors; hit rate 0.008% among 240,000;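 further: potency means the concentration at half of the fitted maximal effect; 0% = enzyme with vehicle and -100% = no enzyme basal signal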
Target sequence (P06280 32-429 limits assumed): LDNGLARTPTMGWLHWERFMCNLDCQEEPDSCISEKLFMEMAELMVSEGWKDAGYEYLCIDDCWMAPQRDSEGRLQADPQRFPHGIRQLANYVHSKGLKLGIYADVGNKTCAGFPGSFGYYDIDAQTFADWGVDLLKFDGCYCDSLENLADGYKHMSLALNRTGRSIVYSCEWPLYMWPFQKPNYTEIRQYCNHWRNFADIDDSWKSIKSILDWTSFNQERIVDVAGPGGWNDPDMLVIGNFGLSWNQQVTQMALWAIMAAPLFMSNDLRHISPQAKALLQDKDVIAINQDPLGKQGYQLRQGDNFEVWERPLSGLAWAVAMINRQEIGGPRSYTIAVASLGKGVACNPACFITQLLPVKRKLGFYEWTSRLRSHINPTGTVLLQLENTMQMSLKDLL
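Human spleen homogenate (1 ug) was the enzyme source, with 4-methylumbelliferyl-alpha-D-galactopyranoside (1 mM final) in pH 5.0 citrate buffer with 0.01% Tween-20. Compounds were titrated; after 40 min at 37C, NaOH/glycine stop, 4-MU fluorescence read; AC50 from Hill fits.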
Starred values were filed as active, the others as inactive; ? = inconclusive; / = not tested or not shown; & = joins results of further samples; [ ] = dose if it differs, or a comment. Unless noted, the call rests on the fitted dose curve; in most records, active means well fitted curve in the direction sought with a large enough effect; inconclusive means small, poorly fitted or top-dose-only effect, or another doubt; inactive means no such curve, though single readings can be large; an effect the other way counts as inactive or inconclusive. Some of the compounds tested; rates above refer to the full screens.

no.	SMILES	IMPase Li cell	CBFb-RUNX1 inh	Epigenetic derep	KinaseGlo FLuc
1	O=C(/C=C/c1ccccc1[N+](=O)[O-])N1CCN(C(=O)c2ccco2)CC1	12%	12%	-3.9%	0%
2	Cc1cc(C)c(C)c(S(=O)(=O)NCc2ccco2)c1C	0%[38.3 µM]	-1%	0.0%	-1%
3	O=[N+]([O-])c1cccc(S(=O)(=O)c2ccc(N3CCCCC3)c([N+](=O)[O-])c2)c1	14%	?	-1.0%	1%
4	N#Cc1cccc(NC(=O)N2CC3(CCN(C(=O)c4cnccn4)CC3)C2)c1	4%	/	/	-4%
5	CC(C)COCC1CC2(CC(C)C(=O)CC2=O)C(=O)O1 (configuration not stated)	-1%[38.3 µM]	1%	1.2%	-2%
6	CCCCCSc1ncccc1C(=O)O	/	9%	3.3%	/
7	COc1ccc(S(=O)(=O)N(CCc2ccccc2)CC(=O)NCCCO)cc1	2%[38.3 µM]	2%	-0.7%	-4%
8	COc1ccccc1/C=C/C=N/NC(=O)c1cc(-c2ccco2)[nH]n1	/	?	-0.3%	/
9	COc1ccc(C2=NN(C(=O)CSc3ncccn3)C(c3ccc(OC)cc3)C2)cc1 (configuration not stated)	8%	-23%	0.0%	1%
10	O=C(COC(=O)CCN1C(=O)c2cccc([N+](=O)[O-])c2C1=O)NCc1ccccc1	-13%	13%	-0.1%	-1%

no.	LMNA splice mod	NPSR antag	aGal spleen mod
1	7%[46 µM]	5%	10%
2	18%	-10%[46.1 µM]	6%
3	?	-25%	-2%
4	/	/	3%
5	-5%	-2%[7.67 µM]	10%
6	/	3%	-3%
7	2%	9%[46.1 µM]	4%
8	/	38%	5%
9	-15%	?	6%
10	-6%[46 µM]	-3%	7%

Overlap with the part before: two entries, followed by the next part.
no.	SMILES	IMPase Li cell	CBFb-RUNX1 inh	Epigenetic derep	KinaseGlo FLuc
9	COc1ccc(C2=NN(C(=O)CSc3ncccn3)C(c3ccc(OC)cc3)C2)cc1 (configuration not stated)	8%	-23%	0.0%	1%
10	O=C(COC(=O)CCN1C(=O)c2cccc([N+](=O)[O-])c2C1=O)NCc1ccccc1	-13%	13%	-0.1%	-1%
11	C/C(=N\NS(=O)(=O)c1ccc(C)cc1)c1cccs1	-3%[38.3 µM]	4%	5.9%	-4%
12	C=CCNC(=S)NNC(=O)C(CCCC)CC(O)COCC(C)C (configuration not stated)	/	10%	1.9%	/
13	O=C(Nc1ccccc1N1CCOCC1)C1CCCCN1S(=O)(=O)c1ccccc1 (configuration not stated)	-4%	5%	-1.7%	3%
14	CCCNC(=O)CSc1nnc(-c2ccco2)n1C	7%[38.3 µM]	3%	-0.7%	-3%
15	Cn1c(=O)c(-c2cccc(C#N)c2)nc2cnc(Oc3ccccc3)nc21	27%	/	/	/
16	COc1ccc(NC(=O)CSc2ccccc2)c(OC)c1	2%	8%	0.0%	-4%
17	CC1(C)CNC(=O)C=C(c2ccccc2)C1	14%[38.3 µM]	0%	-1.0%	17%
18	COC(=O)C1=C(C(=O)OC)SC2(S1)C(C(=O)OC)=C(C(=O)OC)SC1=C2c2cc(C)cc(C)c2NC1(C)C	-4%[38.3 µM]	3%	-0.7%	0%
19	CC(/C=N/NC(=O)CSc1nc2ccccc2n1C)=C\c1ccco1	13%	?	9.2%	-6%
20	COc1ccc(S(=O)(=O)N2CCN(C(=O)c3cnc(C)cn3)CC2)cc1	15%[38.3 µM]	-5%	-0.2%	-4%

no.	LMNA splice mod	NPSR antag	aGal spleen mod
9	-15%	?	6%
10	-6%[46 µM]	-3%	7%
11	9%	-13%[46.1 µM]	1%
12	/	-6%	-13%
13	/	-36%	-2%
14	18%	5%[46.1 µM]	-1%
15	6%	/	-20%
16	-5%	-12%[46.1 µM]	3%
17	-5%	10%[46.1 µM]	-1%
18	-1%	?	-2%
19	?	-17%	5%
20	-2%	-1%[46.1 µM]	3%

4 of the entries above in order of the IMPase Li cell value, ascending:
item	smiles	IMPase Li cell	CBFb-RUNX1 inh	Epigenetic derep	NPSR antag	aGal spleen mod
13	O=C(Nc1ccccc1N1CCOCC1)C1CCCCN1S(=O)(=O)c1ccccc1 (configuration not stated)	-4%	5%	-1.7%	-36%	-2%
16	COc1ccc(NC(=O)CSc2ccccc2)c(OC)c1	2%	8%	0.0%	-12%[46.1 µM]	3%
19	CC(/C=N/NC(=O)CSc1nc2ccccc2n1C)=C\c1ccco1	13%	?	9.2%	-17%	5%
15	Cn1c(=O)c(-c2cccc(C#N)c2)nc2cnc(Oc3ccccc3)nc21	27%	/	/	/	-20%

Continued:
no.	SMILES	IMPase Li cell	CBFb-RUNX1 inh	Epigenetic derep	KinaseGlo FLuc
21	COc1ccc(/C=N/NC(=O)c2nc(-c3ccccc3)cc(-c3ccccc3)n2)cc1	0%[38.3 µM]	1%	-1.0%	-2%
22	O=C(COC(=O)C1CC2C=CC1C2)NCc1ccc(F)cc1 (configuration not stated)	1%	8%	-0.5%	1%
23	CC(=O)c1cccc(NC(=S)NC(=O)c2ccc(C)cc2)c1	2%	-6%	0.1%	4%
24	O=C(NCC1CCCO1)C1CCCN1C(=O)NC1CCCCC1 (configuration not stated)	-5%[38.3 µM]	0%	-2.8%	1%
25	CCCCCC(=O)N1CCCC1	/	7%	-1.3%	/
26	COc1ccc(N(C(=O)C(C)C)S(=O)(=O)c2ccc(Cl)cc2)cc1	15%[38.3 µM]	3%	-1.6%	-6%
27	O=C(CCN1C(=O)c2ccccc2C1=O)Nc1cccc(F)c1	37%[38.3 µM]	1%	-1.8%	18%
28	O=C1C2(CCCC13COC(c1ccc(O)cc1)OC3)COC(c1ccc(O)cc1)OC2 (configuration not stated)	/	-1%	3.6%	/
29	COc1ccc(C(=O)N/N=C/c2ccc(OC)c(CSc3ccccn3)c2)cc1	4%	-6%	-3.2%	2%
30	COCCCNC(=O)CSc1nc2cc3c(cc2c(=O)n1CCCC(=O)NCc1ccc(OC)cc1)OCO3	-3%	4%	5.7%&-1.3%	-1%

no.	LMNA splice mod	NPSR antag	aGal spleen mod
21	3%	-18%[46.1 µM]	13%
22	-4%	12%	-3%
23	-1%[46 µM]	-4%	4%
24	8%	7%[7.67 µM]	0%
25	/	-17%	9%
26	-6%	-25%[46.1 µM]	-3%
27	13%	-26%[46.1 µM]	0%
28	/	0%	0%
29	?	-3%	2%
30	4%&24%[46 µM]	-8%	3%

Single values from the results shown:
`C=CCNC(=S)NNC(=O)C(CCCC)CC(O)COCC(C)C` (configuration not stated) in NPSR antag shows -6%
`N#Cc1cccc(NC(=O)N2CC3(CCN(C(=O)c4cnccn4)CC3)C2)c1` in aGal spleen mod shows 3%

Carrying on:
no.	SMILES	IMPase Li cell	CBFb-RUNX1 inh	Epigenetic derep	KinaseGlo FLuc
31	COc1ccc(C(=O)NCC(=O)NCC(=O)OCC(=O)C(C)(C)C)cc1	-3%	-12%	-2.6%	-1%
32	CC(=O)C1=C(O)C(=O)N(c2nccs2)C1c1ccc(Br)cc1 (configuration not stated)	?	1%	-3.8%	-1%
33	Cc1nnc(NC(=O)c2ccncc2)s1	15%[38.3 µM]	5%	-1.5%	-1%
34	NS(=O)(=O)c1ccc(NC(=S)NC(=O)c2ccc3c(c2)OCO3)cc1	-10%	-4%	?	1%
35	Cc1ccc(-c2nnn(CC(=O)N(Cc3ccco3)C(C(=O)NC(C)(C)C)c3ccc(C)o3)n2)o1 (configuration not stated)	17%	-11%	2.7%	8%
36	COc1ccccc1NC1=C(Cl)C(=O)OC1OC(=O)c1ccco1 (configuration not stated)	6%	-5%	-0.3%	0%
37	Cc1ccc(C)c(NS(=O)(=O)c2cc(C(=O)NCCSC3CCCCC3)ccc2C)c1	-5%[38.3 µM]	3%	-1.1%	0%
38	Cc1nc(N2CCOCC2)c2nc(-c3ccccc3)n(C(C)CN(C)C)c2n1 (configuration not stated)	-13%	15%	2.5%	3%
39	O=c1cc(N2CCOCC2)[nH]c(=O)n1C1CCCCC1	5%[38.3 µM]	-5%	1.1%	-2%
40	COc1cc(O)c(C(CCN2CCN(c3ccccc3)CC2)c2cc(OC)c(OC)c(OC)c2)c(OC)c1 (configuration not stated)	/	-19%&-15%	1.1%	/

no.	LMNA splice mod	NPSR antag	aGal spleen mod
31	11%	0%	-3%
32	5%	-9%[46.1 µM]	-7%
33	11%	-8%[46.1 µM]	7%
34	13%[46 µM]	6%	3%
35	?	37%	9%
36	/	21%	-6%
37	?	?	-1%
38	/	/	6%
39	-1%	-4%[46.1 µM]	3%
40	/	5µM*	2%&-3%

(further entries)
no.	SMILES	IMPase Li cell	CBFb-RUNX1 inh	Epigenetic derep	KinaseGlo FLuc
41	O=C(O)C1OC(C(=O)O)C2C1C(F)(F)C2(F)F (configuration not stated)	-13%[38.3 µM]	8%	-0.2%	13%
42	COc1ccccc1OCCC(=O)OCC(=O)Nc1ccc(Br)cc1F	9%	18%	0.0%	5%
43	Cn1nc(-c2ccc(C(=O)Nc3ccc(F)cc3)cc2)c2ccccc2c1=O	12%	25%	1.1%&1.1%	3%
44	CC(=O)Nc1ccc(OCC(=O)NC(C)c2ccc(F)cc2)cc1 (configuration not stated)	-2%	10%	5.5%	4%
45	Cc1ccc(-c2cc(-c3nnc(SCC(=O)NC(C)C(C)C)n3N)c3ccccc3n2)cc1 (configuration not stated)	1%[38.3 µM]	2%	-1.4%	-3%
46	COC(=O)CSc1nccc(-c2ccc(F)cc2)c1C#N	1%	12%	1.1%	0%
47	CC(=O)C(Sc1nc(NC(C)(C)C)nc(N(C)C)n1)C(C)=O	8%[38.3 µM]	2%	-3.3%	-4%
48	Cc1ccc(N2C(=O)CSC2c2ccc3c(c2)OCO3)cc1 (configuration not stated)	27%[38.3 µM]	0%	0.1%	-2%

no.	LMNA splice mod	NPSR antag	aGal spleen mod
41	-3%	-3%[46.1 µM]	-5%
42	-19%[46 µM]	10%	-10%
43	4%[46 µM]	-43%	1%
44	9%[46 µM]	-1%	4%
45	1%	-15%[46.1 µM]	-1%
46	-10%[46 µM]	-13%	-8%
47	?	-27%[46.1 µM]	0%
48	5%	-9%[46.1 µM]	5%

Bioassay records from PubChem.
